Screening results from PubChem BioAssay.
CAL-PDZ inh HTS: untagged CAL PDZ binding inhibitors, primary screen, biochemical, fluorescence polarization, HTS | inhibition, % at 24.9 µM | purified CAL PDZ, TMR-peptide fluorescence polarization, 1 h | 0.92% of 300,000 active | Golgi-associated PDZ and coiled-coil motif-containing protein (Homo sapiens), Q9HD26;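 active means mean inhibition of at least 30% with at least half of replicates also reaching 30%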;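 further: 0% = DMSO neutral control and 100% = excess unlabeled competitor peptide PRC23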
Keap1-Nrf2 PPI: Keap1-Nrf2 protein-protein interaction inhibitors, primary screen, biochemical, fluorescence polarization, single point; AID 504523, 2011; 0.15% of 340,000 active; Keap1 Kelch-Nrf2 peptide fluorescence polarization, 1536-well; inhibition, % at 9.4 µM; Kelch-like ECH-associated protein 1 (Homo sapiens), Q14145; in the data active means inhibition above about 12%;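 further: human Keap1 Kelch domain with fluorescein labeled Nrf2 9mer peptide probe; 0% = neutral control wells and 100% = peptide positive control; higher means more block of Keap1 binding to Nrf2 peptide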
Target sequence (Q14145 whole entry, looked up, the tested form may be a part): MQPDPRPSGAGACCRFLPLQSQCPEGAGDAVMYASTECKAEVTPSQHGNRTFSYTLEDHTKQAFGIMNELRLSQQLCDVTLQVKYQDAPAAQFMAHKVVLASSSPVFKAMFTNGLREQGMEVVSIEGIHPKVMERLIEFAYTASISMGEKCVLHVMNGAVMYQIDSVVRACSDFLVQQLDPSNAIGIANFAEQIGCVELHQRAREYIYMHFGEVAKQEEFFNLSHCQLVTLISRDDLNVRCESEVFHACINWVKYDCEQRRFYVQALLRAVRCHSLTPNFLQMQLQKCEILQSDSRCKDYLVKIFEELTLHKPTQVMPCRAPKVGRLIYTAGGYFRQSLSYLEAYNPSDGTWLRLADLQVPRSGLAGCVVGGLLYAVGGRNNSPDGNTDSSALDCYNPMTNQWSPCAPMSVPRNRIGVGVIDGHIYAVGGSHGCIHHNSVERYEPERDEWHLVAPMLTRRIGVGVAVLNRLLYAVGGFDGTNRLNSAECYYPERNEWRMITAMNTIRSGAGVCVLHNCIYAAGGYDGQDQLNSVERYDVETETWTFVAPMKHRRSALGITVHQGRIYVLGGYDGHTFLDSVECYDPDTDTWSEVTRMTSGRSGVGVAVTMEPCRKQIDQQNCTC
LANA DNA inh: inhibitors of KSHV C-LANA binding to DNA, primary screen, biochemical, fluorescence polarization, FAM-LBS DNA, MBP-C-LANA, single point; Kaposi's sarcoma herpesvirus LANA C-terminal domain (residues 932-1162) DNA binding; inhibition, % at 9 µM; 0.078% of 340,000 active; AID 504423, 2011;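 active means highest replicate inhibition at or above 60% at 9 µM, even if other replicates fall short; inactive means all replicates below 60% inhibition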;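 further: 0% = neutral control wells and 100% = 4 µM acridine orange control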
OPRM1-OPRD1 ag: agonists of OPRM1-OPRD1 heterodimerization, primary screen, cell-based, luminescence. Mu-type opioid receptor (Homo sapiens) + Delta-type opioid receptor (Homo sapiens), …. cells. activation, % at 9.3 µM. 0.3% of 340,000 active; in the data active means activation above about 18%;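 further: 0% = vehicle-treated cells and 100% = reference agonist; values of inactives mirror those of a sister screen read the other way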
V-ATPase pHluor: regulators of yeast V-ATPase proton pumping, primary screen, pHLuorin cytosolic pH fluorescence. 0.37% of 350,000 active. AID 504577, 2011. S. cerevisiae. response, % at 10 µM; in the data active means response mostly above about 7.3%, no sharp cut-off; inactive means mostly below about 5.4%; further: actives read high; inactives centre near 0; some compounds called inactive have numbers as strong as hits; reference of the scale not given here
HTR5A ag ctr: HTR5A agonists in luminescence cell assay, primary screen, counter-screen for OPRM1-OPRD1 heterodimer agonist project, full-deck HTS; 0.61% of 340,000 active; 5-hydroxytryptamine receptor 5A (Homo sapiens), P47898; activation, % at 9.3 µM; cell-based; in the data active means activation mostly above about 9.5%, no sharp cut-off; inactive means mostly below about 7.6%;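 further: 0% = cells with vehicle only and 100% = reference agonist; strong numbers were not always called active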
Target sequence (P47898 whole entry, looked up): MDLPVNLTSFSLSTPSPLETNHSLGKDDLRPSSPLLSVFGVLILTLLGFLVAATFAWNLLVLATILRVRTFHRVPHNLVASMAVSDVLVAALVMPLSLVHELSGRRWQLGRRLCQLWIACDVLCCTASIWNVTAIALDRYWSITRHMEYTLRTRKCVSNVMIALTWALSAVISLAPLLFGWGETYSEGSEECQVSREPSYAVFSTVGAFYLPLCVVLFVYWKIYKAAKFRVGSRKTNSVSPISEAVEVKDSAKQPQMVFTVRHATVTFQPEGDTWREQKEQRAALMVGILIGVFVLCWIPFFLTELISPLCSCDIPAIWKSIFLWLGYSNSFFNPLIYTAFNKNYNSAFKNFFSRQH
RTF Ca sens inh: cardiac RTF calcium sensitivity inhibitors, primary screen, biochemical, IANBD-TnC fluorescence, EC70 calcium; Troponin I, cardiac muscle (Homo sapiens) + Troponin T, cardiac muscle (Homo sapiens) + …; IANBD-labeled cardiac RTF, Ca2+ fluorescence; inhibition, % at 7.15 µM; 0.12% of 340,000 active;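 active means inhibition above the mean inhibition of all tested compounds plus 3 SD, cut at about 17% in these data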;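 further: assay run at fixed EC70 calcium of 1.6 mM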
HTR5A inv ctr: HTR5A inverse agonists in luminescence cell assay, primary screen, counter-screen for OPRM1-OPRD1 heterodimer inverse agonist project, full-deck HTS; HTR5A cell line, inverse agonism; 0.083% of 340,000 active; inhibition, % at 9.3 µM; 5-hydroxytryptamine receptor 5A (Homo sapiens), P47898; AID 504634, 2011; in the data active means inhibition mostly above about 23%, no sharp cut-off; inactive means mostly below about 18%;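 further: 0% = cells with DMSO and 100% = no-cell wells with DMSO; some compounds called inactive have numbers as strong as hits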
OPRM1-OPRD1 inv: inverse agonists of MOR-DOR heterodimerization, primary screen, cell-based, luminescence | cell-based MOR-DOR heterodimer luminescence, inverse agonism | inhibition, % at 9.3 µM | 0.21% of 340,000 active | AID 504357, 2011; in the data active means inhibition above about 22%, passing the limit was not always enough;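 further: 0% = cells with DMSO and 100% = wells without cells with DMSO; values of inactives mirror those of a sister screen read the other way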
cardiac RTF act: cardiac RTF calcium sensitivity activators, primary screen, biochemical, IANBD-TnC fluorescence, EC20 calcium. Troponin I, cardiac muscle (Homo sapiens) + Troponin T, cardiac muscle (Homo sapiens) + …. IANBD-labeled TnC RTF fluorescence at EC20 calcium; 0% EC20 calcium, 100% full calcium. activation, % at 7.2 µM. 0.24% of 340,000 active;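 active means activation above the mean over all tested compounds plus 3 SD, cut at about 30% in these data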;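 further: rise in fluorescence read as greater calcium sensitivity of cardiac thin filaments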
Starred values were filed as active, the others as inactive; · = not tested or not shown; & = joins results of further samples.

SMILES	CAL-PDZ inh HTS	Keap1-Nrf2 PPI	LANA DNA inh	OPRM1-OPRD1 ag	V-ATPase pHluor	HTR5A ag ctr	RTF Ca sens inh	HTR5A inv ctr	OPRM1-OPRD1 inv	cardiac RTF act
CCOc1ccc(CCNC(=O)c2cc3c(s2)CS(=O)(=O)C3)cc1OCC	-1	-6	-0.3	-2.9	1	3	-7	-12	15	5
O=C(Nc1ccc(C(=O)N2CCC(N3CCCC3)CC2)cc1)c1ccc(Br)o1	-3	-11	-0.7	-4.2	3	-4	-9	10	19	-4
CCC(C)CCN1CCN=C1N(C)C (stereo unspecified)	-3	-3	0.3	-2.9	1	-2	-16	-5	16	0
CCc1cccc(C)c1Nc1nc2ccccc2n2cnnc12	-13	-2	0.1	-0.4	-1	0	-9	-1	2	3
CCOCc1nnc(NC(=O)c2ccc3c(c2)OCO3)s1	0	1	1.4	-2.9	3	-1	-7	-1	16	-4
CCOc1ccc(/C(O)=C2/C(=O)C(=O)N(CCCN3CCOCC3)C2c2ccc(C)cc2)cc1C (stereo unspecified)	-4	-6	-0.7	-2.3	-4	4	2	-12	12	-5
COC(=O)CC(NC(=O)Nc1ccccc1F)c1ccc2c(c1)OCO2 (stereo unspecified)	-1	-1	2.0	-2.2	-1	-3	-3	10	10	-5
COc1cccc(C2=CC(c3cccc(OC)c3OC)n3nnnc3N2)c1 (stereo unspecified)	-4	-5	-0.1	3.5	2	-2	-6	-16	-20	0
O=CNCc1nc2ccccc2n1CCCc1ccccc1	·	-3	-1.2	-2.2	5	-1	-5	-26	11	0
NS(=O)(=O)c1cccc(NC(=O)CSc2n[nH]c(-c3cccs3)n2)c1	-5	-1	0.8	-0.3	-4	6	-9	-16	1	-3
CC(=O)Nc1cccc(NC(=O)CN2c3cccc4cccc(c34)S2(=O)=O)c1	·	1	-0.8	2.9	-1	-1	2	11	-11	1
COc1cc(C(=O)NNC2=CC(=O)CC(C)(C)C2)cc(OC)c1OC	0	-1	2.6	-1.9	6	5	5	-4	11	-4
C/C(Cn1nnc2ccccc21)=N\NC(=O)c1cccc(Br)c1	-1	-2	1.1	-0.2	4	-3	-6	4	2	6
CCCC(=O)Nc1ccc(C(=O)NN2C(=O)c3ccccc3C2=O)cc1	-4	-3	-1.3	-1.7	5	-4	-8	2	9	-1
O=C1C2CCCCN2C(=O)N1CCCCN1CCN(c2cccc(Cl)c2)CC1 (stereo unspecified)	-2	0	-2.1	-2.3	3	-2	-4	7	12	-5
COc1ccccc1CNC(=O)c1ccc(S(=O)(=O)N2CCCC2)cc1	-2	-3	0.4	-2.0	1	0	1	-18	11	-4
CCOC(=O)c1c(C)c(-c2ccccc2)n(CC(=O)NCCCN(CC)CC)c1C	-4	3	-0.2	-0.6	15*	-1	-1	8	3	0
CCN(CC)C(=O)[C@H]1C[C@H](CC(=O)NC(C)(C)C)C(=O)N2CCc3c([nH]c4cc(CCC(=O)N(C)C)ccc34)[C@]12C	-3	-2	2.0	-4.0	0	1	-2	-2	20	-3
COc1cccc(-c2onc3ccc(C(=O)/C=C/N(C)C)cc23)c1	-1	-1	0.4	0.8	-1	5	-6	-20	-4	7
COCCCNC(=O)c1ccc(Cn2c(=O)c3ccccc3n(Cc3ccc(C)cc3)c2=O)cc1	-2	-2	-0.7	-1.7	0	-1	-1	3	10	-7

8 neighbouring entries from above, for reference:
SMILES	CAL-PDZ inh HTS	Keap1-Nrf2 PPI	LANA DNA inh	OPRM1-OPRD1 ag	V-ATPase pHluor	HTR5A ag ctr	RTF Ca sens inh	HTR5A inv ctr	OPRM1-OPRD1 inv	cardiac RTF act
C/C(Cn1nnc2ccccc21)=N\NC(=O)c1cccc(Br)c1	-1	-2	1.1	-0.2	4	-3	-6	4	2	6
CCCC(=O)Nc1ccc(C(=O)NN2C(=O)c3ccccc3C2=O)cc1	-4	-3	-1.3	-1.7	5	-4	-8	2	9	-1
O=C1C2CCCCN2C(=O)N1CCCCN1CCN(c2cccc(Cl)c2)CC1 (stereo unspecified)	-2	0	-2.1	-2.3	3	-2	-4	7	12	-5
COc1ccccc1CNC(=O)c1ccc(S(=O)(=O)N2CCCC2)cc1	-2	-3	0.4	-2.0	1	0	1	-18	11	-4
CCOC(=O)c1c(C)c(-c2ccccc2)n(CC(=O)NCCCN(CC)CC)c1C	-4	3	-0.2	-0.6	15*	-1	-1	8	3	0
CCN(CC)C(=O)[C@H]1C[C@H](CC(=O)NC(C)(C)C)C(=O)N2CCc3c([nH]c4cc(CCC(=O)N(C)C)ccc34)[C@]12C	-3	-2	2.0	-4.0	0	1	-2	-2	20	-3
COc1cccc(-c2onc3ccc(C(=O)/C=C/N(C)C)cc23)c1	-1	-1	0.4	0.8	-1	5	-6	-20	-4	7
COCCCNC(=O)c1ccc(Cn2c(=O)c3ccccc3n(Cc3ccc(C)cc3)c2=O)cc1	-2	-2	-0.7	-1.7	0	-1	-1	3	10	-7

(further entries)
SMILES	CAL-PDZ inh HTS	Keap1-Nrf2 PPI	LANA DNA inh	OPRM1-OPRD1 ag	V-ATPase pHluor	HTR5A ag ctr	RTF Ca sens inh	HTR5A inv ctr	OPRM1-OPRD1 inv	cardiac RTF act
O=C(CCNC(=O)c1ccccc1Cl)Nc1ccc2c(c1)OCO2	0	-1	-0.8	-4.1	2	-4	-1	10	18	-3
Cc1nn(-c2ccccc2)c(C)c1C(=O)NCc1ccccc1F	-4	-3	0.2	1.3	2	0	-7	-1	-11	-1
CCN1C(=O)[C@H]2[C@H]3CN=C(SCc4ccc(C#N)cc4)N3[C@@](CC)(C(=O)OC)[C@H]2C1=O	-11	3	1.1	-3.4	-1	-2	-7	6	17	1
COc1ccccc1NS(=O)(=O)c1ccc(C)c(C(=O)NCC(c2cccs2)N2CCOCC2)c1 (stereo unspecified)	-7	-4	1.2	-3.8	-4	-2	2	8	15	-3
O=C(C1CCCN(S(=O)(=O)c2cccc3cccnc23)C1)N1CCN(c2ccc(F)cc2)CC1 (stereo unspecified)	·	-1	-0.5	-3.0	1	0	-1	1	15	9
CCCC(=O)N1CCN(c2ccc(NC(=O)c3ccco3)cc2)CC1	9	-9	-0.9	0.4	-2	-1	2	-5	-2	-4
COc1cc(C(=O)NC(C)Cc2ccccn2)ccc1OC1CCN(C(C)=O)CC1 (stereo unspecified)	-2	-2	-1.7	-4.6	3	4	-10	-8	24	5
CCCn1c(N)c(C(=O)CSc2nc(C)nc3sc(C)c(C)c23)c(=O)[nH]c1=O	-8	-1	0.2	-5.6	-9	3	-1	-22	27	-8
COc1ccccc1/C=C1\SC(=S)N(CC(=O)NC2CCS(=O)(=O)C2)C1=O (stereo unspecified)	-1	-3	1.1	-2.1	-2	-1	1	-17	12	-1
Oc1c(C=C2N=c3ccccc3=N2)sc(=S)n1C1CCCCC1	-5&-3	-3&-4	0.6&-0.7	-0.1&0.1	-3&0	0&1	-5&3	-1&17	0&-1	0&2
Cc1cc(C)c(NC(=O)CS(=O)CC(=O)Nc2cccnc2)c(C)c1 (stereo unspecified)	-4	-3	-1.9	-1.1	-1	-3	-3	-3	6	-7
CC(C)OC(=O)/C(=C\c1cccnc1)NC(=O)c1ccccc1	-6	-4	1.7	-2.8	-2	1	-1	10	14	3
O=C(N1CCN(S(=O)(=O)c2ccc(Cl)cc2)CC1)n1ccnc1	6	-3	-0.3	-3.9	1	6	-3	-18	15	0
Cc1cccc(C)c1NC(=O)N1CCN(C2CCCCC2)CC1	6	-3	-3.1	0.2	3	3	-12	-5	-1	8
O=c1c2ccccc2oc2ccc(NCCCn3ccnc3)cc12	-1	-5	1.4	-1.4	8	5	-13	-19	7	11
C=CCNC(=O)/C(C#N)=C/c1ccccc1Cl	-2	-5	0.3	-0.6	-1	2	13	-5	4	-1
O=C(Cn1cc2c(n1)CCCCC2)Nc1c(F)c(F)cc(F)c1F	·	-1	-1.5	-3.0	6	-3	-2	9	15	-3
O=C(NCC(c1ccco1)N1CCOCC1)c1cccc([N+](=O)[O-])c1 (stereo unspecified)	-2	-1	1.1	-2.6	-5	3	-6	-11	14	-3
Cc1ccc(S(=O)(=O)N2CCOCC2)cc1NC(=O)COC(=O)c1n[nH]c(=O)c2ccccc12	2	-4	0.7	-1.4	-1	2	10	-4	7	2
Cc1ccc(-n2cccn2)c(CN2CCCC(C(=O)c3ccc4c(c3)OCO4)C2)c1 (stereo unspecified)	-1	-4	-0.2	-3.3	-3	1	-8	-2	17	1
CNC(=O)C(=O)N/N=C/c1ccc(Br)cc1	·	2	-0.5	-2.2	2	1	0	-13	12	-3
CCn1cnc2scc(-c3ccc(OC)cc3)c2c1=O	·	4	-1.0	-3.7	0	-7	-1	1	18	1
CCOC(=O)C(=O)Nc1nnc(C2CCCCC2)s1	-1	-2	0.3	0.9	4	-2	-6	6	-5	-10
O=C(NCCC1CCCCN1S(=O)(=O)c1ccccc1)C(=O)NCc1cccnc1 (stereo unspecified)	-2	-8	2.3	2.7	2	5	-16	-16	-17	-3
CCn1c(SCC(=O)NCC(=O)Nc2ccc(F)cc2)nnc1-c1ccncc1	-5	-8	-0.8	0.0	-6	-2	-4	14	0	5
COc1ccc(-n2c(=O)[nH]cc(C(=O)N3CCc4ccccc43)c2=O)cc1	10	-5	-3.1	-1.4	0	1	-8	2	8	0
O=C(C(Cc1ccccc1)N1C(=O)C2C3C=CC(C3)C2C1=O)N1CCCCCC1 (stereo unspecified)	2	-5	0.6	3.0	3	1	-1	3	-18	9
CC(OC(=O)c1ccc(Cl)c([N+](=O)[O-])c1)C(=O)N1CCN(Cc2ccccc2)CC1 (stereo unspecified)	147*	-3	-1.3	-0.7	-1	-1	2	3	3	2
CC(=O)c1ccc(NC(=O)CSc2ccc(-c3ccc(-n4cccn4)cc3)nn2)cc1	·	4	-0.8	0.3	1	5	-25	-13	-2	4
COc1ccc2nc(/N=C/c3c(C)[nH]n(-c4ccc(C)cc4)c3=O)sc2c1	2	-2	1.6	-2.5	-2	4	4	3	13	1
